Compound activity from PubChem BioAssay.
hiPSC survival = enhancers of single-cell hiPSC survival, primary screen, ATPlite luminescence; 100% = ROCK inhibitor wells, 0% = DMSO; survival enhancement, % at 20 µM; hit rate 0.044% among 360,000; AID 602274, 2012; in the data active = survival enhancement above about 18%;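 also: cells exposed to compounds for 16 hours before the ATP read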
Exocytosis inh = LAMP-1 surface exposure blockers, TALL-104 cells – cell-based, flow cytometry, MLPCN library, primary screen | hit rate 0.66% among 360,000 | AID 651702, 2012 | TALL-104 LAMP-1 surface exposure; cells stimulated with thapsigargin and PMA | inhibition, % at 10 µM;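 active = inhibition above about 55%, limit read from the data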
MC4R ag barr = MC4R agonists recruiting beta-arrestin, primary screen, cell-based, luminescence, agonist arm of biased-ligand search | Melanocortin receptor 4 (Homo sapiens), P32245 | U2OS MC4R beta-arrestin complementation; percent of melanotan II response, DMSO zero | activation, % at 8.9 µM | hit rate 0.98% among 360,000 | AID 540308, 2011;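 active = activation above a per-plate cutoff, the mean activation of sample wells on that plate plus 3 SD, cut at about 8% in these data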
ABHD5-PLIN5 inh = ABHD5-PLIN5 interaction inhibitors, primary screen, cell lysate, split luciferase complementation, luminescence | Perilipin-5 (Homo sapiens) + 1-acylglycerol-3-phosphate O-acyltransferase ABHD5 (Homo … | Split G. princeps luciferase complementation, 4 h | inhibition, % at 4 µM | hit rate 0.78% among 360,000;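 active = inhibition above the mean inhibition across every tested compound plus 3 SD, cut at about 22% in these data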;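 also: 0% = DMSO only wells and the 100% control is not disclosed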
N-glyco inh = increase of ERlucT glycosylation luciferase signal, primary screen, N-linked glycosylation inhibitor project, D54 ERlucT cells, luminescence, set 2 | D54 ERlucT glycosylation luciferase reporter, 24 h; percent of 100 nM tunicamycin response | AID 588692, 2011 | reporter increase, % at 12.5 µM | hit rate 0.23% among 360,000;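 active = mean luciferase reporter signal, scaled so untreated is 0 and the glycosylation-blocking control 100, at or above a set limit in every replicate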;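 also: luciferase carries N-glycosylation sites so blocking glycosylation raises the light; 0% = median of neutral control wells and 100% = median of 100 nM tunicamycin wells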
HTR2A ag = mouse Htr2a agonists via beta-arrestin recruitment, primary screen, cell-based, luminescence | 5-hydroxytryptamine receptor 2A (Mus musculus), P35363 | CHO-K1 mHTR2A beta-arrestin complementation; percent of 30 µM serotonin response | activation, % at 7.6 µM | hit rate 0.66% among 360,000 | AID 624169, 2012;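 active = activation above a run cutoff, the mean activation of all tested compounds plus 3 SD, cut at about 14% in these data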;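 also: 0% = plate median of compound wells and 100% = 30 µM serotonin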
H9c2 protect = cardioprotection against H2O2-induced cell death, primary screen, uHTS, H9c2 cells, ATPLite luminescence | H9c2 cardiomyocytes, H2O2 injury protection, 2 h | protection from H2O2 cell death, % at 20 µM | hit rate 0.63% among 360,000 | AID 588492, 2011;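 active = compounds giving at least 50% protection of heart cells from peroxide-induced death in the single-dose screen, raw or plate-pattern-corrected value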;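 also: 0% = DMSO wells with peroxide and 100% = DMSO wells without peroxide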
ABCB6 inh MLPCN = ABCB6 transporter inhibitors, primary screen, K562-ABCB6 cells, flow cytometry, MLPCN library. hit rate 0.19% among 360,000. K562-ABCB6 porphyrin accumulation, 1 h; stronger effect = lower value. ATP-binding cassette sub-family B member 6 (Homo sapiens), Q9NP58. AID 602162, 2011. fluorescence ratio to DMSO, % at 10 µM;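 active = fluorescence ratio to DMSO below 75%, the collection mean minus 3 SD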;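 also: signal is porphyrin accumulated inside mitochondria; 100% equals median channel fluorescence of DMSO control wells; lower ratio means ABCB6 inhibition with less porphyrin fluorescence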
Target sequence (Q9NP58 whole entry, looked up): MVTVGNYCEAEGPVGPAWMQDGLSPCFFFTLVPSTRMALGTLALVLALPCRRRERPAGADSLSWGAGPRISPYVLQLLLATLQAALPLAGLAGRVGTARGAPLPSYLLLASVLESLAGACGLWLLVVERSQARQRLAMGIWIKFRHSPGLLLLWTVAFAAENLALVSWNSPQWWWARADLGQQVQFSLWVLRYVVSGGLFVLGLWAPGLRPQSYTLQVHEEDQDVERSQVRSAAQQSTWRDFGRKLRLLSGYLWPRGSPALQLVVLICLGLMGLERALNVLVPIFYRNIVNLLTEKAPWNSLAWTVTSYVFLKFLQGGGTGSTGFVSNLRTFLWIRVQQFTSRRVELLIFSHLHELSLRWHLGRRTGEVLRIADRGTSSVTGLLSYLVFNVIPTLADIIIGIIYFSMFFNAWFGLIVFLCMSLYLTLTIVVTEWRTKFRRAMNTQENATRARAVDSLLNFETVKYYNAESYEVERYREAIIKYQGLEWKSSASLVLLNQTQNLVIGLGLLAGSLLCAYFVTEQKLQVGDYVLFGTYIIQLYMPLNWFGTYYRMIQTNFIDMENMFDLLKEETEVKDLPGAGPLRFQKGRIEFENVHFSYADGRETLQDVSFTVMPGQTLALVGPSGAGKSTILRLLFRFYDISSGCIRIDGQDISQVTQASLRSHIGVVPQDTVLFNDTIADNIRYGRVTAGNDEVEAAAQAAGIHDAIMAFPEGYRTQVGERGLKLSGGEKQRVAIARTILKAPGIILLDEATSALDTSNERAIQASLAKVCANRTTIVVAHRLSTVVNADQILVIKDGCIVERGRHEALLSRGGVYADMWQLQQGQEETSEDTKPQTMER
aDG glyco act = activators of alpha-DG glycosylation, primary screen, uHTS, Pro5-aDG cells, AlphaScreen. alpha-DG glycosylation AlphaScreen (IIH6); 0% Pro5, 100% B10-LARGE cell signal. activation, % at 10 µM. hit rate 0.22% among 360,000;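 active = activation of at least 8% versus controls, or a plate z-score of at least 8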;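 also: Pro5 are CHO cells carrying HIG-tagged alpha-DG that lacks glycosylation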
MC4R antagonist = MC4R antagonists of cAMP signaling, primary screen, cell-based, TR-FRET, antagonist arm of biased-ligand search. inhibition, % at 6.5 µM. MC4R-expressing cells, MTII-stimulated cAMP, LANCE TR-FRET. hit rate 0.48% among 360,000. AID 540295, 2011. Melanocortin receptor 4 (Homo sapiens), P32245;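 active = inhibition above its plate's cutoff, the mean of tested wells on that plate plus 3 SD, cut at about 29% in these data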;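 also: 0% = Melanotan II alone and 100% = Melanotan II plus saturating MCL0020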
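System: U2OS-MC4R stable cell line; Technique: Eu-cAMP/anti-cAMP TR-FRET, emission 671 nm; Repeats: single well per compound; Also added: Melanotan II; Dosing: one concentration, 6.5 µM nominal; Schedule: 30-min compound, 1-h challenge, 1-h detection, room temperature.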
* hit, by the source's call; . = no result given.

SMILES	hiPSC survival	Exocytosis inh	MC4R ag barr	ABHD5-PLIN5 inh	N-glyco inh	HTR2A ag	H9c2 protect	ABCB6 inh MLPCN	aDG glyco act	MC4R antagonist
CCNS(=O)(=O)c1ccc(CCC(=O)NCc2ccccn2)cc1	-0.2	12	-1.2	4	-1	0	0	96	-0.1	-6
Cn1c(=O)[nH]c(=O)c2c1nc(Br)n2CCSc1nc2ccccc2o1	1.8	0	-0.8	-3	-6	0	4	89	0.1	3
COc1ccc(C2NCCC3(O)CCCCC23)c(OC)c1OC (stereo unspecified)	-0.7	3	1.2	-5	-2	0	4	104	0.2	3
COc1ccc(Nc2cc(C)nc3ncnn23)c(OC)c1	-0.4	2	-1.2	-9	3	0	16	98	-0.2	-4
COc1ccc(CNC(=O)c2cc(S(=O)(=O)N3CCCC3)cn2C)cc1	-0.2	0	-0.3	4	0	-2	-2	98	0.1	6
N#C/C(=N\Nc1ccc(S(=O)(=O)N2CCOCC2)cc1)C(N)=S	-0.2	-2	-1.7	5	2	-1	-1	97	-0.2	2
COc1ccc(S(=O)(=O)N(C)C[C@H]2Oc3ccc(NS(=O)(=O)c4c(C)noc4C)cc3C(=O)N([C@H](C)CO)C[C@@H]2C)cc1	-4.4	13	-0.3	2	1	-2	3	98	-0.1	14
O=C(NC1CCCC1)C1CC(=O)N(c2ccc(F)c(Cl)c2)C1 (stereo unspecified)	-0.3	4	-2.5	2	2	6	-3	98	-0.1	1
Cc1nn(-c2ccccn2)c2c1C(c1ccccc1Cl)C1=C(N2)c2ccccc2C1=O (stereo unspecified)	-1.5	2	-0.5	-2	-3	1	23	117	0.1	7
C/C(=N\OCc1cccc(C(=O)O)c1)c1ccc(Cl)cc1	-0.1	1	1.5	-8	-10	-3	-1	104	0.1	-7
COc1ccccc1C(=O)Nc1ccc(Nc2ccccc2)cc1	-0.2	-7	-2.6	-1	0	3	6	101	-0.2	-5
Cc1ccc(CNC(=O)COC(=O)CN2C(=O)C3CC=CCC3C2=O)cc1 (stereo unspecified)	-1.8	-3	-2.1	0	-1	-9	8	99	-0.3	-1
COc1cc2c(cc1OC)CN(C(=O)Cc1ccccc1)CC2	-0.5	3	-0.9	0	-1	0	7	95	0.0	6
CCOC(=O)C(Sc1ncn[nH]1)c1ccccc1 (stereo unspecified)	2.7	-1	-1.8	7	2	1	8	100	0.1	7
CCn1c(-c2ccc(OC)c(OC)c2)n[nH]c1=S	-0.7	6	-0.7	-3	1	-2	7	97	-0.1	0
COc1ccc(C)cc1S(=O)(=O)N(CC(=O)NCc1ccc(Cl)cc1)Cc1ccccc1	0.2	5	2.9	-6	-6	-3	-4	100	0.4	3
CC(C)=CC(=O)OCC(=O)NC1CCCc2ccccc21 (stereo unspecified)	-0.1	-1	-2.1	7	0	0	8	98	-0.2	8
CCN(C(=O)c1cc2c(=O)[nH]c3ccc(C)cc3c2s1)c1ccccc1C	-0.2	32	-0.9	2	-4	6	-3	98	0.0	20
Cc1oc(-c2cccc(Cl)c2)nc1CS(=O)(=O)CC(=O)NCCN1CCOCC1	2.0	5	-0.7	8	-4	1	-8	97	-0.2	7
COCCNc1nc2nonc2nc1N1CCC(N(C)C)C1 (stereo unspecified)	-0.5	2	-1.1	-2	0	2	-5	100	0.0	17
CCOc1ccccc1CN1CCC(N2CCOCC2)CC1	-0.7	12	-0.5	4	3	8	0	99	-0.1	21
COc1ccc(C(C(=O)NC2CCCCC2)N(C(=O)Cc2c[nH]c3ccccc23)c2ccc(NC(C)=O)cc2)cc1OC (stereo unspecified)	0.2	-2	1.1	10	-3	-1	5	100	-0.3	1
COc1ccc(NC(=S)N2CCN(c3ccc4c(c3)C3CCN(C(=O)OCc5ccccc5)C4C3)CC2)c(OC)c1 (stereo unspecified)	-0.5	-6	.	16	-5	14	-6	93	0.5	.
Cc1ccc(Cl)cc1NC(=S)N(CCN(C)C)C(C)c1ccccn1 (stereo unspecified)	-0.7	-3	-2.0	-7	-2	-1	-2	96	0.1	3
Nc1ccc2c(c1)C/C(=C/c1ccco1)C2=O	-2.2	0	-2.5	9	0	-1	-11	105	0.0	-3
CCC(CC)N1CCN(C(=O)c2cccc(Cl)c2)CC1	0.6	2	-1.3	2	4	2	6	92	0.0	-2
Cn1nnnc1SCC(=O)Nc1cc(S(=O)(=O)N2CCCC2)ccc1Cl	2.0	-2	0.5	-1	3	4	3	94	-0.3	8
COc1ccccc1/C=N/NC(=O)c1cccc2ccccc12	-0.5	-12	-1.1	-7	0	0	-4	97	0.1	8
COc1ccc(CC(=O)NC(C)(C)CC(C)=O)cc1OC	-1.9	2	0.5	0	2	1	-1	103	0.1	2
O=C(O)CC(Cc1ccccc1)C(=O)Nc1ccc([N+](=O)[O-])cc1 (stereo unspecified)	1.2	-3	-1.5	-9	-1	-2	1	97	-0.2	-1
COc1cc(/C=C2\SC(c3ccc(C)cc3)=NC2=O)ccc1O	-1.5	7	0.6	-13	11	1	-6	104	0.3	6
O=C(OCC#CCSc1nnc(-c2cccc3ccccc23)o1)c1cccc2[nH]ccc12	-0.2	-15	-2.4	-3	-4	-1	-14	97	-0.5	13
CC12CCC(C(=O)Nc3cccc(Cl)c3)(C(Br)C1=O)C2(C)C (stereo unspecified)	-1.4	-2	0.4	3	-2	2	4	103	0.6	1
O=C(CN1C(=O)COc2ccccc21)N1CCN(c2ccccc2F)CC1	-0.5	-4	-2.0	-1	1	-2	2	106	0.0	4
COc1cc(CC(=O)Nc2sc3c(c2C(N)=O)CCCC3)cc(OC)c1OC	-0.4	-6	-1.1	8	3	2	-14	93	1.2	12
Cc1ccnn1CCC(=O)N1CCCC(Nc2ccc(C(C)C)cc2)C1 (stereo unspecified)	-1.4	0	0.5	2	0	-6	-6	94	0.3	7
CSc1cc(-c2ccc(Cl)cc2)c(C(=O)N2CCCC2)s1	-1.2	0	0.5	2	1	-3	-2	100	-0.2	7
Cc1cccc(N2C(=O)CC(N(C(=O)c3ccco3)c3cccc(C)c3)C2=O)c1 (stereo unspecified)	3.1	0	2.3	8	-1	8	3	103	-0.3	-4
Cc1cc(C(=O)OCC(=O)N2CC(C)OC(C)C2)c(C)n1-c1ccccc1 (stereo unspecified)	-0.3	-2	-3.1	1	-5	2	-3	94	0.0	1
O=S(=O)(c1cc(Cl)cc(Cl)c1)N1CCCC1c1nc2ccccc2s1 (stereo unspecified)	1.1	-2	0.5	-4	-3	0	-2	99	0.0	7
Cc1ccccc1CSCC(=O)Nc1c(C)n(C)n(-c2ccccc2)c1=O	6.4	1	1.2	-4	2	3	9	100	0.0	6
COc1ccc(/C(O)=C2/C(=O)C(=O)N(c3ccccn3)C2c2cccc(Cl)c2)cc1 (stereo unspecified)	-0.3	0	1.6	-3	2	3	6	97	-0.2	8
COc1cccc(Oc2cn[nH]c2-c2ccc(O)cc2O)c1	-0.5	2	0.1	13	-2	-1	-8	100	3.5	14
C1CNCCOCCNCCN1	-1.2	1	0.8	-4	0	5	-1	100	-0.1	3
Cc1cc(=O)oc2cc(OCc3ccc(C(=O)N4CCN(c5ccc([N+](=O)[O-])cc5)CC4)cc3)ccc12	-0.3	41	0.0	-6	-6	-3	-5	101	0.6	-8
NC(=O)COC(=O)C1c2ccccc2Oc2ccccc21	1.5	-2	-2.5	-1	2	-7	4	128	0.0	0
COc1ccc(C(=O)N2CC3(CC(c4cccc([N+](=O)[O-])c4)=NO3)C[C@H]2C(=O)NCC(N)=O)cc1 (stereo partly specified)	-1.6	-5	-1.0	4	-2	8	1	99	-0.1	7
CCOc1ccc(Br)cc1S(=O)(=O)NCC(c1ccc(OC)cc1)N1CCOCC1 (stereo unspecified)	0.2	0	-1.1	-1	-1	-3	1	92	0.0	6
O=C(COc1ccc(-n2cnnn2)cc1)Nc1cc(Cl)cc(Cl)c1	-0.3	-1	17*	15	-4	-5	-11	101	-0.4	0
CSc1nnc(-c2ccncc2)n1CCCN1CCCC1=O	-2.1	-6	0.2	5	-2	8	4	103	-0.1	-3
O=C(Cc1ccsc1)NNC(=O)c1ccccc1Cl	-0.3	-5	-0.8	6	-1	-2	-1	103	0.4	3
COc1cc(OC)cc(C(=O)NCC2CCCN(Cc3ccc(SC)cc3)C2)c1 (stereo unspecified)	-0.7	19	-1.2	3	0	-6	-2	91	0.0	7
Cc1ccc(S(=O)(=O)n2nc(-c3ccc(Cl)cc3)nc2NCc2ccco2)cc1	-2.7	-3	-0.6	-1	-4	1	-8	103	0.0	8
Cc1oc(/N=C/c2cccc3ccccc23)c(C#N)c1C	0.1	-1	-0.8	5	2	0	3	97	-0.2	8
COc1cc(N=c2oc3c(C)ncc(CO)c3cc2C(N)=O)cc(OC)c1OC	0.4	-15	0.6	-11	0	-2	24	97	0.3	-11
O=C(O)CCSCc1ccccc1F	0.5	0	-2.0	1	2	-2	-3	100	0.0	4
CCN(CC)C(=O)CSc1nc(O)c(Cc2ccccc2)c(=O)n1-c1ccccc1	-0.6	-2	1.2	-2	1	-1	10	57*	-0.1	1
O=C1/C(=C/c2ccccc2F)SC(=S)N1CCC(=O)N1CCCCC1CCO (stereo unspecified)	-0.7	-3	-0.2	6	-1	0	-5	105	1.0	9
Oc1ccccc1/C=N/Nc1cccc2cccnc12	-2.7	7	-0.1	7	-6	3	-8	100	-0.5	7
O=C1c2ccccc2C(c2nnnn2Cc2ccccc2)N1CCOc1ccccc1 (stereo unspecified)	-0.7	-7	.	-2	.	6	.	96	0.1	.

In the list so far, these have a nitro group on carbon.
SMILES	hiPSC survival	Exocytosis inh	MC4R ag barr	ABHD5-PLIN5 inh	N-glyco inh	HTR2A ag	H9c2 protect	ABCB6 inh MLPCN	aDG glyco act	MC4R antagonist
O=C(O)CC(Cc1ccccc1)C(=O)Nc1ccc([N+](=O)[O-])cc1 (stereo unspecified)	1.2	-3	-1.5	-9	-1	-2	1	97	-0.2	-1
Cc1cc(=O)oc2cc(OCc3ccc(C(=O)N4CCN(c5ccc([N+](=O)[O-])cc5)CC4)cc3)ccc12	-0.3	41	0.0	-6	-6	-3	-5	101	0.6	-8
COc1ccc(C(=O)N2CC3(CC(c4cccc([N+](=O)[O-])c4)=NO3)C[C@H]2C(=O)NCC(N)=O)cc1 (stereo partly specified)	-1.6	-5	-1.0	4	-2	8	1	99	-0.1	7
